# Screening data (PubChem)
# UPR XBP1 act = adaptive UPR (XBP1) activation | CHO-XBP1 luciferase reporter, IRE1-XBP1 UPR activation, luminescence; percent of tunicamycin response, DMSO as zero | activation, % at 20 µM | 330,000 compounds, 0.33% hits;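 active means versus positive control, 20 µM dose yields 30% or more activation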;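 further: 100% = tunicamycin at 10 µg/mL and 0% = DMSO only wells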
#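 Material: CHO cell line with stable XBP1 luciferase reporter; schedule: 16-18 h cell attachment at 37 °C, then 6 h compound exposure; signal: glow luminescence from Steady-Glo reagent; medium: serum-containing F12 medium, 10% FBS; benchmarks: tunicamycin 10 µg/mL and vehicle-only wells; read-out: percent activation relative to tunicamycin reference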
# UPR CHOP act = activators of apoptotic arm of unfolded protein response (CHOP) | AID 449763 | activation, % at 10 µM | 330,000 compounds, 0.34% hits | CHO-CHOP luciferase reporter, UPR activation, luminescence; percent of tunicamycin response over DMSO baseline;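 active means at 10 µM dose, activation of 40% or more, normalized to positive control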;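 further: 100% = tunicamycin at 10 µg/mL and 0% = DMSO alone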
#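 System: CHO-CHOP luciferase reporter cell line; amount: 500 cells/well; buffer or medium: F12 medium containing 10% fetal bovine serum; incubation: 6 h compound exposure at 37 °C after overnight seeding; measured by: luciferase luminescence after 10 min with Steady-Glo reagent; evaluation: % reporter activation, DMSO baseline versus tunicamycin full activation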
# Gli-Sufu antag = antagonists of Gli-Sufu signaling. Sufu-KO-LIGHT fibroblasts, Gli luciferase reporter luminescence. inhibition, % at 5 µM. 340,000 compounds, 0.74% hits;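 active means inhibition above about 55%, limit read from the data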;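 further: 0% = DMSO-treated cells and 100% = wells with medium but no cells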
# Jurkat NFkB inh = lowers PMA/ionomycin-induced NF-kB signal in Jurkat cells; PMA/ionomycin-induced NF-kB luciferase reporter, luminescence; inhibition, % at 4 µM; 330,000 compounds, 0.53% hits; in the data active means inhibition above about 50%
# CCR6 antagonist = blocks CCL20-driven beta-arrestin recruitment at human CCR6. inhibition, % at 20 µM. CHO-K1 CCR6 PathHunter beta-arrestin, luminescence, CCL20-stimulated. P51684. 340,000 compounds, 0.49% hits;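 active means compounds whose inhibition of the agonist-driven luminescence signal at 20 µM reaches about 50%, limit read from the data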;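 further: cells stimulated with CCL20 at 14 nM final; plate controls were DMSO with CCL20 for no effect and DMSO without agonist for full effect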
# Target sequence (P51684 whole entry, looked up): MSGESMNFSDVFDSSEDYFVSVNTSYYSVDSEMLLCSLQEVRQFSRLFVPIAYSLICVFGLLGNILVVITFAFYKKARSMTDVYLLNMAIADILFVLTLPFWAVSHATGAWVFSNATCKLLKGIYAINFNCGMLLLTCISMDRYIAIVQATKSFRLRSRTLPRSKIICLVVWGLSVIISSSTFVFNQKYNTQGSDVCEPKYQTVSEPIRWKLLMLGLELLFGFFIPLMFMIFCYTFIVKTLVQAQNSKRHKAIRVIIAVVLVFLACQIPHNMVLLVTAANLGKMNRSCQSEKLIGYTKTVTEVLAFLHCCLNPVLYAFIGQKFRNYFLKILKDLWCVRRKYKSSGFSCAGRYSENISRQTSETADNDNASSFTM
# Mdm2-MdmX inh = human Mdm2/MdmX binding inhibition. O15151+Q00987. SaOS-2 split-luciferase Mdm2/MdmX complementation, luminescence. inhibition, % at 8 µM. 330,000 compounds, 3% hits. AID 485346;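 active means inhibition of at least 50% at 8 µM in the primary screen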
# 697 NFkB inh = lowers PMA/ionomycin-induced NF-kB signal in 697 B cells | 697 B-cell NF-kB luciferase reporter, 16 h | inhibition, % at 4 µM | 330,000 compounds, 0.33% hits | AID 435022; in the data active means inhibition above about 35%
# CXCR6 block = inhibitors of human CXCR6 receptor. AID 602244. CHO-K1 PathHunter CXCR6 beta-arrestin, luminescence. 360,000 compounds, 0.36% hits. inhibition, % at 20 µM; in the data active means inhibition above about 34%, passing the limit was not always enough;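 further: antagonist mode with CXCL16 agonist at 10 nM final; 0% = 10 nM CXCL16 with DMSO and 100% = unstimulated wells without agonist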
# Target sequence (O00574 whole entry, looked up): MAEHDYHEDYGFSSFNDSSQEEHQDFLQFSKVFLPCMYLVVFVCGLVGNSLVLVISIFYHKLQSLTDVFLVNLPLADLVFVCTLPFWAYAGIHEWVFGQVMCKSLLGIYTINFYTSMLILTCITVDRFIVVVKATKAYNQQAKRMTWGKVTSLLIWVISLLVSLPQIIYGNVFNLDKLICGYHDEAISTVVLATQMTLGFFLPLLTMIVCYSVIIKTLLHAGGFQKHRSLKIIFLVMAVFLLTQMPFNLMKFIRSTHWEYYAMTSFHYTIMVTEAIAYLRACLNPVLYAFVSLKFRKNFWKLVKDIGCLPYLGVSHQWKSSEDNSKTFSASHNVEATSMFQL
# EBI2 antag = EBI2 (human) antagonism; EBI2 beta-arrestin recruitment, luminescence, 7a,25-OHC stimulated; 360,000 compounds, 0.81% hits; inhibition, % at 5 µM; AID 651636; P32249; in the data active means inhibition above about 38%;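 further: enzyme fragment complementation signal reports receptor beta-arrestin coupling in cells; 0% = agonist plus DMSO wells and 100% = wells without agonist; some results beyond the cut were filed as inactive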
# Target sequence (P32249 whole entry, looked up, the tested form may be a part): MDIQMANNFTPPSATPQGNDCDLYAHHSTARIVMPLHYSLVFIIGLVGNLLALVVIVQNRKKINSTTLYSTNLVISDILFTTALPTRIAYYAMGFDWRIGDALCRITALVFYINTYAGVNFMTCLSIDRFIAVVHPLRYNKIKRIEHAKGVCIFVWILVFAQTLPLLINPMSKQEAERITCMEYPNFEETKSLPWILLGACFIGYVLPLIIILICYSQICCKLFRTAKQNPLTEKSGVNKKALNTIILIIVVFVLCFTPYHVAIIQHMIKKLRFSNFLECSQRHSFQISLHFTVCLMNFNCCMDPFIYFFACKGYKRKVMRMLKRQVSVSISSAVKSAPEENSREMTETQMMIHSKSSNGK
# An asterisk follows results filed as active; x = no result given.
SMILES,UPR XBP1 act,UPR CHOP act,Gli-Sufu antag,Jurkat NFkB inh,CCR6 antagonist,Mdm2-MdmX inh,697 NFkB inh,CXCR6 block,EBI2 antag
CCCNS(=O)(=O)c1ccc(NC(=O)c2cccnc2)cc1,-1,-0.6,1,6,-5,12,2,-6,-13
O=C(CN1C(=O)CSc2ncccc21)Nc1ccccc1F,-2,0.2,-4,-8,9,-6,-8,-3,8
CCCCC(=O)Nc1ccc(NC(=O)c2cnccn2)cn1,-3,-1.0,-10,-26,1,2,1,-9,5
CC(C)(C)NC(=O)NC(=O)CSc1ncc(C(F)(F)F)cc1Cl,0,1.9,7,9,0,-14,-2,-4,8
N#Cc1ccc(S(=O)(=O)N2CCN(C(=O)[C@@H]3CCCN3C(=O)c3cccs3)CC2)cc1,3,0.0,-3,7,15,-1,10,-5,-6
COc1ccc(-c2nnc(SCc3ccccc3)n2N)cc1,3,5.4,-45,-18,-12,-8,-41,-1,4
CC1CN(C(=O)c2ccccc2OCc2ccccc2Cl)CC(C)O1 (stereo unspecified),-2,-1.5,0,-8,3,-3,16,2,-10
CSc1ccc(CN2CCC(Oc3ccc(C(=O)N4CCCC4)cc3)CC2)cc1,-5,-0.5,5,22,8,10,-34,6,-4
O=C(CCC(=O)Nc1ccc(Br)cc1)N/N=C/c1ccccc1F,2,-1.4,-3,9,8,31,7,1,10
O=c1c(Cl)c(N/N=C/c2ccc(Cl)cc2)cnn1-c1ccccc1,2,1.7,0,-1,-9,3,-20,-4,-12
OCCC1CN(Cc2cccc(C(F)(F)F)c2)CCN1Cc1ccccc1 (stereo unspecified),0,-0.1,28,4,-1,6,-5,2,6
CCOC(=O)C1=C(CSc2nncn2C)NC(=O)NC1c1cc(OCC)ccc1OCC (stereo unspecified),-5,1.7,6,9,-4,16,1,-3,-3
Cc1oc2cc(O)ccc2c(=O)c1N1C(=O)c2ccccc2C1=O,3,-4.9,17,-1,4,5,-26,6,-3
O=S1(=O)c2cccc3cccc(c23)N1CCBr,1,-0.4,-3,11,-3,-13,3,2,0
CC(=O)NC(=S)NNC(=O)C(c1ccccc1)c1ccccc1,-3,-0.7,-11,-5,28,20,-1,20,0
Cc1ccc(C)c(NCc2n[nH]c(=S)n2-c2ccccc2)c1,0,-1.1,1,-15,-14,10,13,1,-1
CC1CCCN(S(=O)(=O)c2ccc(S(=O)(=O)N3CCC4(CC3)OCCO4)cc2)C1 (stereo unspecified),-1,1.5,4,15,4,24,0,8,-4
CCOc1ccc(N(CC(=O)Nc2ccccc2C)S(=O)(=O)c2c(C)noc2C)cc1,0,-2.0,-2,58*,8,56*,-62,-5,4
O=C(C1=C(O)C(=O)N(CC2CCCO2)C1c1ccccc1)c1ccco1 (stereo unspecified),-1,2.1,-6,8,12,14,-5,6,4
O=C(Nc1ccn(-c2ccccc2)n1)c1ccc(Cl)cc1,2,2.4,-21,-21,20,-24,-36,-4,11
COc1cc(NS(=O)(=O)c2ccc(-c3ccc(=O)[nH]n3)o2)cc(OC)c1OC,-1,1.9,-14,8,-8,-1,3,-4,-9
CC(C)(Oc1ccc(Cl)cc1)C(=O)Nc1ccc(S(=O)(=O)Nc2ncccn2)cc1,-2,0.9,-18,-8,5,4,11,14,-9
N=c1c(C(=O)NCc2ccc(F)cc2)cc2c(=O)n3ccccc3nc2n1Cc1ccco1,20,1.6,24,59*,33,100*,-26,23,2
O=C(CN1C(=O)CSC1=O)c1ccccc1,1,4.1,-2,5,-11,-10,9,11,-9
Cn1c2c(c(=O)n(C)c1=O)C(NC(=O)c1cccs1)(C(F)(F)F)C(=O)N2 (stereo unspecified),-1,-0.3,2,-9,3,-3,18,-1,7
CCc1nnc(NC(=O)CN2CCN(c3cccc(OC)c3)CC2)s1,-1,0.4,4,-2,-7,2,14,-5,1
Cc1[nH]c2ccccc2c(=O)c1CN1CCCCCC1,4,-0.4,2,-39,6,4,-16,-2,5
COc1ccc(OC)c(Nc2ncnc3sc(-c4ccccc4)cc23)c1,-1,0.2,-5,3,1,27,4,-5,35
CCOC(=O)[C@@H]1[C@H]2COc3ccccc3[C@H]2N2C(=O)N(c3ccc(Cl)cc3)C(=O)[C@@]12C,1,-2.1,0,10,4,3,22,-4,7
CNC(=O)/C(C#N)=C/c1c(N2CCN(C)CC2)nc2c(C)cccn2c1=O,0,1.7,36,-7,1,-19,-11,6,0
O=C(/C=C/c1ccc(F)cc1)NCc1cccs1,3,4.2,-50,-29,11,-95,-35,-4,10
CC(C)(C)C(=O)NC1CC2CCCC(C1)N2C(=O)Nc1ccccc1F (stereo unspecified),-3,1.7,-37,-2,0,-1,14,-5,-7
Cc1ccc2nc(SC(C)C(=O)NCc3ccc4c(c3)OCO4)[nH]c2c1 (stereo unspecified),1,1.7,-7,0,12,-35,9,-15,-1
O=Cc1cc2cc3c(cc2nc1Cl)OCCO3,-1,1.3,-9,-6,-13,2,-44,x,x
O=C(c1ccc(N2CCCCC2)c([N+](=O)[O-])c1)N1CCN(c2ccccn2)CC1,1,2.7,4,-1,12,23,12,1,0
O=C(c1ccc2[nH]c(=O)c(=O)[nH]c2c1)N1CCc2ccccc21,0,-1.2,4,7,-4,-8,5,1,2
NC(=O)c1ccccc1NC(=O)CSc1nc2ccccc2c(=O)[nH]1,-3,0.2,21,8,-8,5,20,6,4
O=C(COC(=O)c1ccc(F)cc1)NCC1CCCCC1,0,0.4,0,9,-3,8,10,-8,-5
CCN(C(=O)/C=C/c1ccc(OC)cc1)C1CCS(=O)(=O)C1 (stereo unspecified),-5,0.7,17,-1,3,3,22,-10,15
CCSc1nsc(NC(=O)Nc2ccc(F)cc2F)n1,1,6.9,-24,-42,24,-24,-126,10,-2
CC(C)c1ccc(C(C)NCCS(=O)(=O)c2ccc(Cl)cc2)cc1 (stereo unspecified),-7,-3.7,11,-14,12,17,2,6,72*
Nc1nnnn1/N=C/c1cc(Cl)ccc1O,-2,1.6,3,7,-21,-40,3,-19,-3
C/C=C/c1ccc(OCCOc2ccc(C=O)cc2)c(OC)c1,0,4.8,-11,-16,1,1,9,-13,1
CC(C)Cn1c(CCNC(=O)c2ccco2)nc2ccccc21,-2,4.8,-41,-18,6,-15,-56,6,-3
O=C(NCc1ccc(N2CCCC2=O)cc1)c1ccc(F)cc1,-3,-0.1,0,6,3,14,11,0,-3
O=C(CCN1C(=O)/C(=C/c2ccc(F)cc2)SC1=S)NCCc1ccc(O)cc1,-4,-0.5,-3,1,-20,87*,1,-22,4
CCS(=O)(=O)Nc1ccc(C2=NN(S(=O)(=O)CC)C(c3cccs3)C2)cc1 (stereo unspecified),-3,1.1,1,24,-8,-14,-7,0,7
Cc1c(Cl)cccc1N=C(N)N=C(N)N,1,-3.7,0,-4,-9,-8,5,5,-14
N#CC(C(=O)c1ccccc1)=C1SCCS1,1,4.0,-4,-7,4,-3,-4,-7,-12
Cn1cccc1CNC(=O)Nc1ccc(Cl)c(Cl)c1,2,6.6,2,-50,2,-53,-20,-11,-1
O=C(c1cc(-c2ccncc2)nc2ccccc12)N1CCN(c2ccccn2)CC1,-1,2.4,-8,57*,13,37,-30,5,9
CN(C)c1ccc(-n2cccc2/C=N/n2cnnc2)cc1,-3,-0.3,-10,12,2,18,-5,0,-5
COc1cc(CCC(=O)Nc2nnc(C)s2)cc(OC)c1OC,-3,1.7,-9,52*,-2,49,-36,-1,-6
CCN(CCNC(=O)C1CCN(S(=O)(=O)c2cccc3cccnc23)CC1)c1ccccc1,-3,0.6,5,1,1,-3,9,-2,-2
CC(C)(C)NC(=O)CN(Cc1cccs1)C(=O)CNS(=O)(=O)c1ccc(F)cc1,1,0.4,-5,3,11,-14,-12,0,4
CCCCc1nc(Cl)c(C#N)c2c1CSC(C)(C)C2,1,3.6,6,13,26,32,-8,0,7
O=C(CN1C(=O)NC(c2ccccc2)(c2ccccc2)C1=O)NCCc1ccc(F)cc1,-3,0.7,4,-9,15,11,-1,5,1
O=C(C1CCN(Cc2cccs2)CC1)N1CCN(Cc2ccc3c(c2)OCO3)CC1,-2,-1.0,28,12,10,3,23,-2,-1
COc1cccc(NC(=O)Nc2nccc(C)n2)c1,-5,-6.2,-74,-66,5,-50,-94,6,-1
O=C(COC(=O)c1ccc[nH]c1=O)NCC1CCCO1 (stereo unspecified),0,-0.2,-1,15,-11,-4,7,3,5
# (more compounds)
SMILES,UPR XBP1 act,UPR CHOP act,Gli-Sufu antag,Jurkat NFkB inh,CCR6 antagonist,Mdm2-MdmX inh,697 NFkB inh,CXCR6 block,EBI2 antag
O=C(c1cnc2n(c1=O)CCS2)N1CCN(c2ccc([N+](=O)[O-])cc2)CC1,-1,-0.8,2,14,5,11,-19,8,-4
Cc1cc(NS(=O)(=O)c2ccc(NC(=O)c3cc(-c4cccnc4)nc4ccc(Cl)cc34)cc2)no1,-3,-0.7,3,2,11,15,24,-1,-4
Cc1cc(C(=O)N2CCCC(CCC(=O)N3CCN(c4ccccn4)CC3)C2)c(C)o1 (stereo unspecified),-2,-1.2,20,6,2,14,17,-4,-5
CCC(=O)Nc1nc(-c2cc([N+](=O)[O-])cs2)cs1,-2,2.6,-65,-10,-4,3,-19,-13,0
O=C(CC1N=C2c3ccccc3N=C(SCc3ccc(F)cc3)N2C1=O)NCc1ccco1 (stereo unspecified),2,4.0,-28,1,11,-9,-12,4,5
Cc1cc(C)nc(SCC(=O)Nc2ncc(Cc3cccc(Cl)c3Cl)s2)n1,-3,-0.8,2,11,8,43,-12,6,0
O=C(NCCCN1CCOCC1)c1cc(S(=O)(=O)N2CCOCC2)ccc1Cl,-2,-0.2,5,-3,0,-12,8,6,1
O=S1(=O)c2ccccc2C(CCO)N1Cc1ccccc1 (stereo unspecified),-1,0.1,6,12,2,5,14,-4,-3
COc1ccc(N2C(=O)CSC2c2ccc(F)cc2)cc1 (stereo unspecified),1,-0.5,5,16,3,1,-5,1,3
Cc1nn(-c2ccc(F)cc2)c2sc(C(=O)N3CCCCCC3)cc12,10,6.8,-53,-26,14,-33,-16,-7,4

# Molecules listed so far that have bromine:
SMILES,UPR XBP1 act,UPR CHOP act,Gli-Sufu antag,Jurkat NFkB inh,CCR6 antagonist,Mdm2-MdmX inh,697 NFkB inh,CXCR6 block,EBI2 antag
O=C(CCC(=O)Nc1ccc(Br)cc1)N/N=C/c1ccccc1F,2,-1.4,-3,9,8,31,7,1,10
O=S1(=O)c2cccc3cccc(c23)N1CCBr,1,-0.4,-3,11,-3,-13,3,2,0

# Copied from the list:
# O=S1(=O)c2ccccc2C(CCO)N1Cc1ccccc1 (stereo unspecified) – 697 NFkB inh = 14
# O=C(c1cnc2n(c1=O)CCS2)N1CCN(c2ccc([N+](=O)[O-])cc2)CC1 – UPR CHOP act = -0.8
# Cc1nn(-c2ccc(F)cc2)c2sc(C(=O)N3CCCCCC3)cc12 – 697 NFkB inh = -16
# CCC(=O)Nc1nc(-c2cc([N+](=O)[O-])cs2)cs1 – CCR6 antagonist = -4
# Cc1cc(C)nc(SCC(=O)Nc2ncc(Cc3cccc(Cl)c3Cl)s2)n1 – EBI2 antag = 0
# Cc1cc(NS(=O)(=O)c2ccc(NC(=O)c3cc(-c4cccnc4)nc4ccc(Cl)cc34)cc2)no1 – Jurkat NFkB inh = 2
